KDM5B inh: KDM5B demethylase inhibition | Potency, µM (series often up to 57.7 µM), for the others: at the highest dose activity change, negative = inhibition, actives largely listed as inhibitors | Q9UGL1 | 220,000 compounds, 2.6% hits | KDM5B demethylase, FDH-coupled NADH fluorescence (FDH is formaldehyde dehydrogenase); active means well fitted inhibition curve with a large enough effect; inconclusive means small, poorly fitted or top-dose-only effect; inactive means no such curve, though single readings can be large or run the other way; further: 0% is about no effect; nearly all actives have a fitted effect of over 70% in size
Target sequence (Q9UGL1 whole entry, looked up): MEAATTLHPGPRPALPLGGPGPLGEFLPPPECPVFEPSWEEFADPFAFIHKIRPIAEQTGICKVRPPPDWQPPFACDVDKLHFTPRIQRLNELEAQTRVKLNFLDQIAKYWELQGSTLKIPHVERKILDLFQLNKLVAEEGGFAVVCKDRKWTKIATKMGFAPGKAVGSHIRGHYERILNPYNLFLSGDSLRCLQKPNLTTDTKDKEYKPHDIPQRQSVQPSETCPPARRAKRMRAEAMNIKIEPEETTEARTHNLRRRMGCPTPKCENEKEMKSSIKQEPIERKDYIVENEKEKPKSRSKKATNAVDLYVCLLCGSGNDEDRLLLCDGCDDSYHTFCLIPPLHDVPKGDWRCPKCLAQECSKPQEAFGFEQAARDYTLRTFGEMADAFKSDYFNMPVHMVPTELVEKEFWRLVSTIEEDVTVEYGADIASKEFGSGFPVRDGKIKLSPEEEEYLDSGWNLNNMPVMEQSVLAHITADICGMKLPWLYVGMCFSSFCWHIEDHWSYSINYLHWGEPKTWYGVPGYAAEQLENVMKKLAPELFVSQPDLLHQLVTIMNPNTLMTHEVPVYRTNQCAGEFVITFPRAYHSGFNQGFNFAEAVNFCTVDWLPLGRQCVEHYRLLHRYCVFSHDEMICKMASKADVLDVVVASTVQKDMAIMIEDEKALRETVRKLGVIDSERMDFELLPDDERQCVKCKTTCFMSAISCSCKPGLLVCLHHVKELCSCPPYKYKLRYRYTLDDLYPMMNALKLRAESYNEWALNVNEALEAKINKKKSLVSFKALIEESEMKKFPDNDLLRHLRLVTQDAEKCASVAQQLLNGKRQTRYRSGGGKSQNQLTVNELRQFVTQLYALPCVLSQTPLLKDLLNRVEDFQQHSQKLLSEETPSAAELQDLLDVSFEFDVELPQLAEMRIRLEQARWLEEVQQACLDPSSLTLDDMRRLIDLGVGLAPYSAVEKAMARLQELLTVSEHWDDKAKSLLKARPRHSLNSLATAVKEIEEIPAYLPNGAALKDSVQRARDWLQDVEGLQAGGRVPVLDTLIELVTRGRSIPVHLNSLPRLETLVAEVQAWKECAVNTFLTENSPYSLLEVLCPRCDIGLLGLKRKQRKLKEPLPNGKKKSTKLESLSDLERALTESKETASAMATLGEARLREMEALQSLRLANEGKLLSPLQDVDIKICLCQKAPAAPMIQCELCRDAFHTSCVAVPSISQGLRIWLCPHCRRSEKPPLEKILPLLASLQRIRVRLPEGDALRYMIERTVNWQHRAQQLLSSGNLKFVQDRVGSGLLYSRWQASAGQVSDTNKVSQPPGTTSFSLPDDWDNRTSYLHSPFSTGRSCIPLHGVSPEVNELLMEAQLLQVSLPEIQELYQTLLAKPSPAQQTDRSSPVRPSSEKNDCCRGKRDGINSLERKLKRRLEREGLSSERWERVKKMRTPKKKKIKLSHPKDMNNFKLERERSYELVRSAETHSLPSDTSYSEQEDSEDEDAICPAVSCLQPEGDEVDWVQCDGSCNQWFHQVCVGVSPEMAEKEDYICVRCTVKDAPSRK
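Measured: NADH fluorescence change, 30 min, RT. System: KDM5BΔAP 200 nM final, H3K4me3 peptide, α-KG, Fe(II), ascorbate, NAD⁺ plus FDH, pH 7.5 HEPES. Compounds: titrated, 10 min pre-incubation with enzyme.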
The depositor's hits bear a star; i = inactive; ? = inconclusive; [ ] = another dose, or the depositor's remark. Potency means the concentration at half of the fitted maximal effect. The list is partial; count on the stated rates, not on these rows.

structure,KDM5B inh
CCOC(=O)c1ccc(N2C(=O)c3n[nH]c(-c4cccs4)c3C2c2cccc(O)c2)cc1 (stereo not drawn),?
Cc1ccc(S(=O)(=O)NC(=O)Nc2nccs2)cc1,-35%
CCN(CC)c1ccc(CNC(=O)c2ccc3c(c2)n(C)c(=O)c2ccnn23)cc1,?
CC(C)N1CCOC[C@H]1c1ncc(-c2ccc(F)cc2)[nH]1,-21%[115 µM]
COc1ccc(OC)c(NC(=O)c2cc(=O)c3cc(C)ccc3o2)c1,9%
O=S(=O)(c1ccccc1)N(F)S(=O)(=O)c1ccccc1,?
C[C@H]1[C@@H]2[C@@H](O)C([C@H](C)C(=O)NC3CCCCC3)CC[C@@]2(C)CC[C@@H]1NC(=O)c1cncnc1 (stereo partly drawn),-17%
Cc1cc(C)cc(NC(=S)NCCO)c1,-5%
Cc1cc(C(=O)N2CCN(S(=O)(=O)c3c(F)cccc3F)CC2)c(C)n1Cc1cccs1,-1%
O=C(/C=C/c1cccs1)c1ccc2ccccc2c1,20%
Cc1ccc(C(=O)N2CCc3nc(OCC4CC4)ccc3C2)cn1,-9%
COc1ccc(-c2cccc(COc3cnc4c(ccn4CC(=O)O)c3)c2)c(C)c1,?
Cc1noc(C)c1C(=O)OC(C)C(=O)NC1CCCC1 (stereo not drawn),11%
COC[C@@H]1CN(C(=O)CCc2ccccc2)C[C@H]1C(N)=O,-6%
Cc1ccc(C(=O)N2CCn3c(nn(-c4ccc([N+](=O)[O-])cc4)c3=O)C2)cc1,-20%
O=C1[C@@H]2C[C@@H](CN2Cc2ccc(F)cc2)Oc2ccccc2N1CC1CC1,-15%[86.2 µM]
O=C(Nc1ccc(Cl)cc1)N1Cc2[nH]cnc2C[C@H]1c1nc(-c2ccc(OC(F)(F)F)cc2)no1,-7%
CC(OC(=O)c1cc(C2CC2)nn1-c1ccccc1)C(=O)Nc1ccc2c(c1)OCCO2 (stereo not drawn),-5%
CC(C)Cc1cc(CC2(NC3CCOCC3)COC2)no1,14%[86.2 µM]
O=C1CN(C(=O)COc2ccc(Cl)cc2)C(c2ccc(F)cc2)c2cc(Cl)ccc2N1 (stereo not drawn),-20%
COc1ccc(OC)c(NC(=O)CC(=O)Nc2ccc3nc4n(c(=O)c3c2)CCCCC4)c1,-21%
O=c1onc(-c2ccc(Cl)cc2Cl)n1-c1cccnc1,34%
COCCn1c(SCC(=O)Nc2ccc(Br)cc2)nc2c([nH]c3ccccc32)c1=O,-21%
O=C(Nc1ccc(-c2nnc3n2CCCC3)cc1)c1ccncc1,-14%
CN1CCN(C(=O)N2CCC3(CC2)CN([S+](C)(=O)[O-])Cc2ccccc2O3)CC1,33%[activator][115 µM]
O=C(/C=C/c1ccc(F)cc1)NCCCCCCNC(=O)/C=C/c1ccc(F)cc1,16%
Cc1cc(C)nc(NC2=NCC(=O)N2c2ccc(C)c(Cl)c2)n1,-6%
Cc1ccc(C(=O)N2CCC(Oc3ccc(C(=O)N(C)C)cn3)CC2)s1,-7%
N#Cc1ccc(CN2CCCC3(CC(c4ccccn4)=NO3)C2)cc1 (stereo not drawn),20%[149 µM]
COC(CNC(=O)c1cc(Nc2cc(C)cc(C)c2)nc2ccccc12)OC,16%
COCCCNC(=O)c1cc(-c2ccc(C)c(C)c2)nc2ccccc12,i
CCN(CC)C(=O)N1CCOC(c2ccc3cc(OC)ccc3c2)C1 (stereo not drawn),-22%
COc1cc(C(=O)/C=C/c2ccc(F)cc2)ccc1S(C)(=O)=O,?
CCc1ccc(-c2nc(CN3CCC(C(=O)NCCc4ccc(Cl)cc4)CC3)c(C)o2)cc1,3%
O=C(CCn1c(=O)c2cccn2c2ccc(F)cc21)NCCc1ccc(Cl)cc1,?
CC(C)NC(=O)C[C@@H]1C[C@H]2O[C@H](CNCc3ccccc3OC(F)(F)F)[C@@H](O)[C@H]2O1,21%[86.2 µM]
Cc1ccc(CNC(=O)c2cccc3c2CCN3C(=O)c2ccc(F)cc2)o1,7%
C/C(=N\NC(=O)C1CCCCC1)c1ccc2ccccc2c1,-22%
Cc1nnc2ccc(-c3cccc(NC(=O)c4ccco4)c3)nn12,-1%
O=C(NCCc1csc(-c2ccc(F)cc2)n1)c1ccc(Br)o1,-8%
O=c1c(-c2cc(-c3ccccc3)nc3c2COc2ccccc2-3)coc2ccc(Cl)cc12,-19%
Cc1c(C(=O)Nc2ccccc2Cl)oc2ccc(S(=O)(=O)N3CCCCCC3)cc12,?
CS(=O)(=O)N1CCC(OC2CCN(C(=O)c3ccccc3Cl)CC2)CC1,21%
Cc1nc2c(C(=O)N3CCC(c4cc(CC(=O)O)[nH]n4)CC3)cccc2[nH]1,19%
COc1ccc(Oc2c(C)oc3cc(OCC(=O)O)ccc3c2=O)cc1,?
COc1ccccc1CC(=O)N1CCCc2ncc(C(=O)Nc3ccc4[nH]ccc4c3)cc21,?
Cc1cccc(NC(=O)c2ccccc2NC(=O)CN2CCN(S(=O)(=O)c3cccs3)CC2)c1,7%
COc1cccc(CN2CCn3c(nn(-c4ccncc4)c3=O)C2)c1,23%
CN1Cc2nnn(Cc3ccccc3)c2-c2cc(N3CCCC3)ccc2S1(=O)=O,?
CS(=O)(=O)N1CC2(CCN(CC3CC3)CC2)Cc2ccccc21,-1%[149 µM]
O[C@@H]1C[C@@H](c2nc(-c3ccccn3)no2)N(Cc2cc3ccccc3o2)C1,32µM*
Cc1oc2c(c1C(=O)Nc1cccc(Br)c1)C1=NCCN1C=N2,-14%
COC(=O)c1ccc(Oc2nc3ccccc3n3c(C)nnc23)cc1,10%
COc1ccc(NC(=O)CN(C)S(=O)(=O)c2ccc3[nH]c4c(c3c2)CCCC4)cc1Cl,?
COC(=O)CNC(=O)c1cc(-c2ccc(Cl)cc2Cl)c2nncn2n1,45µM*
Cc1ccc(CC(=O)N2CCc3[nH]nc(C(=O)NCCCc4ccccc4)c3C2)cc1,-4%
COc1ccc(CN2Cc3cc(NC(=O)c4ccccc4)ccc3OC(C)C2=O)cc1 (stereo not drawn),-14%
N#Cc1ccc(CS(=O)(=O)Cc2ccc(Cl)c(Cl)c2)cc1,-2%
COc1ccccc1CN[C@H]1CC(C)(C)[C@@H]2C[C@@](C)(O)CC[C@]12CCC(=O)NCCc1c[nH]c2ccccc12,-5%
CCOc1ccc(C(=O)N[C@@H]2CN(C)C[C@H]2CN(C)C)cc1OCC,?

Three structures from above, ordered by number of heavy atoms, falling:
structure,KDM5B inh
COc1ccccc1CN[C@H]1CC(C)(C)[C@@H]2C[C@@](C)(O)CC[C@]12CCC(=O)NCCc1c[nH]c2ccccc12,-5%
Cc1ccc(CC(=O)N2CCc3[nH]nc(C(=O)NCCCc4ccccc4)c3C2)cc1,-4%
CS(=O)(=O)N1CCC(OC2CCN(C(=O)c3ccccc3Cl)CC2)CC1,21%

Two consecutive records already listed, quoted:
structure,KDM5B inh
COc1ccccc1CN[C@H]1CC(C)(C)[C@@H]2C[C@@](C)(O)CC[C@]12CCC(=O)NCCc1c[nH]c2ccccc12,-5%
CCOc1ccc(C(=O)N[C@@H]2CN(C)C[C@H]2CN(C)C)cc1OCC,?

Further results
structure,KDM5B inh
O=C(NCCCn1ccnc1)C1CC(c2ccccc2Cl)=NO1 (stereo not drawn),18%
Cc1csc(CNC(=O)c2ccc(C)c(C)c2)n1,25%
COc1ccc(NC(=O)N2C[C@@H](F)C[C@H]2C(=O)N2CCCCC2)cc1OC,-6%
COc1ccc(C(=O)NNC(=O)COc2ccc(Cl)cc2)c(OC)c1,-21%
CCCCCn1nc(C(=O)Nc2ccc3oc(C)nc3c2)c2ccccc2c1=O,19%
CN(C)C[C@H]1C[C@@H](CO)CN(C(=O)c2csc(Cc3ccccc3)n2)C1,6%
CC(C)C(=O)NC1CCN(C(=O)N2CC3CC(C2)[C@H]2CCCC(=O)N2C3)CC1 (stereo partly drawn),21%
COc1cccc(-c2nnnn2[C@H]2CO[C@H]3[C@@H]2OC[C@@H]3NS(=O)(=O)c2cccs2)c1,16%
Cc1ccc(-c2cc(C(=O)NCC(C)C)c3ccccc3n2)o1,?
COCc1nc(-c2ccc(OC3CCN(S(=O)(=O)c4c(C)noc4C)C3)cc2)no1 (stereo not drawn),-6%
COc1cccc2cc(-c3cc(=O)oc4ccc(C(C)C)cc34)oc12,?
Cc1noc([C@@H]2CC(F)(F)CN2C(=O)c2cc(C3CC3)[nH]n2)n1,-11%
CC(=O)N1CCc2cc(Br)cc(S(=O)(=O)N3CCC(C)CC3)c21,-14%
O=S(=O)(Cc1cccc(F)c1)Cc1cc(-c2ccccc2)on1,-1%
O=C(c1ccsc1)N1CC(n2cc(-c3ccccc3)nn2)C1,23%
Cc1onc(-c2ccccc2Cl)c1C(=O)Nc1cccc(C(=O)NC(C)(C)C)c1,-11%
Cc1cccc(Cl)c1NC(=O)CN1C(=O)NC2(CCC(C)CC2)C1=O (stereo not drawn),-16%
CCN1C(=O)C2(CCN(S(=O)(=O)c3ccc(Cl)cc3C)CC2)c2ccccc21,-8%
O=C1CC(c2c(F)cccc2Cl)c2c(ccc3ccccc23)N1 (stereo not drawn),?
O=C(C1CCCCC1)N1CCC(Cc2ccccc2)(C(=O)O)CC1,0%[149 µM]
Cc1cc2nc3n(c(=O)c2n1CC(=O)N1CCCc2ccccc21)CCCC3,5%
COc1cc(OC)cc(OC(=O)C2CCCCC2)c1,-12%
O=C(Nc1ccc(F)cc1)Nc1ccc2snnc2c1,-25%
COc1ccccc1NC(=O)CSCc1cc(=O)c2ccccc2[nH]1,14%
CCOC(=O)COC(=O)c1cc2c(s1)-c1ccc(OC)cc1CC2,i
O=C(O)c1ccc(Cn2c(SCc3ccc(F)cc3)nc3ccncc32)cc1,-9%
CCC(C)(C)C(=O)NC1CCN(C(=O)N2CC3CC(C2)[C@H]2CCCC(=O)N2C3)CC1 (stereo partly drawn),-3%
O=C(Cn1ccn2nc3c(c2c1=O)CCCC3)NCc1ccc(F)cc1,-14%
Cc1cccc(N2CCN(C(=O)c3cnn(-c4ccccc4)c3C3CCN(C(=O)OC(C)(C)C)CC3)CC2)c1C,-11%
O=C1CCC(C(=O)N2CCc3ccc(S(=O)(=O)Nc4cccnc4)cc3C2)=NN1,?
N#C/C(=C\c1ccc[nH]1)C(=O)Nc1ccccc1Cl,15%
COc1ccc(-c2c(C)c3ccc(O)c(CN4CCOCC4)c3oc2=O)cc1OC,?
COC(=O)[C@H](Cc1ccc(OC)cc1)NC(=O)[C@H]1CN(C(=O)c2ccc(N(C)C)cc2)CCN1C(=O)C1CCCCC1,10%
CCCc1nc(CN(CC)C(=O)c2ccc(NC(=O)C3CCC3)cc2)no1,17%
CCOC(=O)c1cc2c(=O)n3ccccc3nc2n(Cc2ccco2)c1=NC(=O)c1ccc(Br)cc1,19%
C=CCNC(=O)NC(=O)CN(CC)Cc1cccs1,9%
CCc1ccccc1NC(=O)Nc1nnc(N2CCCC2)s1,-14%
CN(C)c1ccc(C(=O)N[C@H]2CO[C@H]3[C@@H]2OC[C@@H]3n2nnnc2Oc2cccc(N(C)C)c2)cc1,-11%
COc1ccc(-c2cc(C(F)(F)F)n3nc(C)c(-c4ccccc4)c3n2)cc1OC,9%
Cc1cc(Cl)ccc1OCC(=O)NC1CCN(C2CC2)CC1,-15%
COc1ccc(-c2cc3c(ccn3Cc3ccncc3)c(N3CCOCC3)n2)cn1,?
CN1CC[C@H]2CN(C(=O)CCCc3ccc(F)cc3)C[C@@]2(C(=O)O)C1,-11%
COC[C@H]1C[C@@H](NC(=O)c2cncnc2)[C@H](O)[C@@H]1O,-24%[115 µM]
CC1CC(=O)Nc2ccccc2N1S(=O)(=O)c1cccs1 (stereo not drawn),24%
CC1CCCN(C(=O)C2CCN(Cc3ccc(C(F)(F)F)cc3)CC2)C1 (stereo not drawn),-39%
CC(C)C(=O)N1CCC(N2C(=O)C(O)C23CCCCC3)CC1 (stereo not drawn),18%
CN(CC(=O)N1CCC(CCOc2ccc(F)cc2)C1)S(=O)(=O)c1ccc2c(c1)oc(=O)n2C (stereo not drawn),-20%
COc1cc(F)ccc1-c1ccnc2ncnn12,25µM*
COCCN1C(=O)[C@H]2CN(Cc3ccc(C)s3)C[C@H]2C1=O,16%
COc1ccc(NCCN2CCCC2)cc1,?
CCC1(O)CCC12CCN(C(=O)CC1CCCC1)CC2 (stereo not drawn),-10%
CCCn1nc(C(=O)Nc2ncc(Cc3cccc(Cl)c3)s2)ccc1=O,0%
COC(=O)CCCN(C)C(=O)c1cc(-c2ccncc2)nc2ccccc12,-9%
COc1ccccc1NS(=O)(=O)c1ccc2oc(SCC(=O)N(C)C)nc2c1,11%
CC(=O)Nc1ccc(C(=O)NC2CCSc3ccccc32)cc1 (stereo not drawn),8%
O=C(/C=C/c1ccc(O)cc1)c1ccc(-c2cccs2)cc1,?
CN(Cc1ccccc1)c1ccc(-c2nc(-c3cccnc3)no2)cc1[N+](=O)[O-],-11%
COC(=O)[C@@H]1Cc2ncn(C(C)C)c2CN1C(=O)c1ccc(OC)cc1,-4%[86.2 µM]
Cc1noc(C)c1[S+](=O)([O-])N1CCCC2(CC(c3cccnc3)=NO2)C1 (stereo not drawn),19%[115 µM]

Two of the compounds above, as labelled records.
COc1ccc(-c2cc(C(F)(F)F)n3nc(C)c(-c4ccccc4)c3n2)cc1OC
  KDM5B inh: 9%
Cc1cc(Cl)ccc1OCC(=O)NC1CCN(C2CC2)CC1
  KDM5B inh: -15%
